From PubChem BioAssay
TRPV1 ag – agonists of human vanilloid receptor 1 (TRPV1) | Q8NER1 | TRPV1-expressing cells, Fluo-8 calcium influx, agonist mode | activation, % at 8.33 µM | 0.19% of 320,000 active | AID 540275; in the data active = activation above about 80%; inconclusive = between about 30% and that limit; note: 0% is about no effect
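TRPV1-expressing cells were cultured overnight at 35.5C and loaded with Fluo-8 calcium dye for 40 to 90 min at room temperature. After a 10 s baseline, compound was added and calcium influx was read kinetically for 3 min (ex 480/em 520 nm).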
B2AR arrestin – beta2AR (human) beta-arrestin recruitment activity | P07550 | beta-arrestin recruitment to beta2AR, cell-based reporter | Potency, µM (top dose mostly 46.1 µM), for inactives: at the highest dose activation, actives largely listed as activators | 0.02% of 330,000 active | AID 492947;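 note: potency is the fitted concentration of half-maximal effect; 0% = DMSO controls and full agonism = EC100 isoproterenol or metaproterenol; nearly all actives have a fitted effect of over 65% in size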
MLL CXXC-DNA inh – inhibitors of human MLL CXXC domain-DNA interaction | Q03164 | MLL-CXXC / FITC-HOXA9 DNA fluorescence polarization | Potency, µM (highest dose often 115 µM), for the others: at the top dose activity change, negative = inhibition, actives largely listed as inhibitors | 0.037% of 290,000 active | AID 2662; active = well fitted inhibition curve with a large enough effect in the polarisation, with a control signal flat, not every such curve was filed as active; inconclusive = small, poorly fitted or top-dose-only effect, or effect the other way, or a change in a side signal; inactive = no such curve, though single readings can be large or run the other way; the % refers to the polarisation; note: potency is the fitted concentration of half-maximal effect
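Steps: dispense CXXC domain solution (7 uM) → pin compounds or unlabeled HOX-A9 DNA control → 5 min ambient → add FLSN-HOX-A9 solution (50 nM) → spin → 30 min ambient → fluorescence polarization. Tris pH 7.5/NaCl/DTT/BSA buffer.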
a7 integrin act – activators of alpha7 integrin expression for muscular dystrophy. AID 624291. Potency, µM (highest dose often 38.3 µM), without a hit: at the highest dose activation, actives largely listed as activators. alpha7betagal myoblasts, beta-gal FDG fluorescence, 48 h. 0.064% of 350,000 active;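 note: potency is the fitted concentration of half-maximal effect; 100% = response of the positive control SU9516; nearly all actives have a fitted effect of over 60% in size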
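Alpha7betagal+/- myoblasts (passage 13) were plated 16-24 hr, then exposed to compounds (1:260 dilution of DMSO stock) for 48 hours at 37C. After MPER lysis, β-galactosidase reporter activity was read as FDG fluorescence (ex 480/em 540) after 30 minutes.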
A-T KAP1 phos – potential ataxia-telangiectasia treatments restoring KAP-1 phosphorylation | […] A-T fibroblasts, KAP-1 phosphorylation AlphaLISA; neocarzinostatin DNA damage 30 min before lysis | Potency, µM (titrated, usually from 57.5 µM), for inactives: at the top dose activation, most hits filed as activators | 0.19% of 320,000 active; note: potency is the fitted concentration of half-maximal effect; % of control where 0% means no effect; nearly all actives have a fitted effect of over 45% in size
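hTERT-immortalized A-T patient fibroblasts ([…]), 500 cells/well in OPTI-MEM, 1% FBS, got compounds for 60 min, then NCS for 30 min at 37C. Lysates were then assayed for phospho-KAP-1 by AlphaLISA (anti-pKAP1 donor, anti-KAP1 acceptor beads), 6 hr at 25C.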
PTAP TSG101 blk – blocks PTAP/TSG101 interaction to inhibit HIV-1 budding; Q99816; Fluorescence polarization, FITC-PTAP peptide / Tsg101 binding; Potency, µM (top dose mostly 115 µM), for inactives: top-dose activity change, negative = inhibition, usual class: inhibitors; 340,000 tested, under 10 active; AID 493005; active = well fitted inhibition curve with a large enough effect in the main read-out, with a control signal flat, not every such curve was filed as active; inconclusive = small, poorly fitted or top-dose-only effect, or effect the other way, or a change in a side signal; inactive = no such curve, though single readings can be large or run the other way; note: potency is the fitted concentration of half-maximal effect; % of control where 0% means no effect
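Steps: Tsg101 binding domain dispensed (10 uM final), compounds pinned in DMSO, FITC-labeled PTAP-motif peptide added (50 nM final); after 20 min binding at room temperature, polarization measured.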
p53 reactivation – mutant p53 re-activation in reporter cells; H1299 p53-A138V BP100-luciferase reporter, luminescence, 24 h; Potency, µM (top dose mostly 92.2 µM), for the others: at the top dose activity change, positive = activation, actives largely listed as activators; 0.063% of 320,000 active; note: potency is the fitted concentration of half-maximal effect; % of control where 0% means no effect; nearly all actives have a fitted effect of over 45% in size
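H1299 (p53-null), stable ts p53-A138V + BP100-Luc; 1000 cells/well, Opti-MEM/10% FBS; cpd 4 pt, 1:5; 24 h, 37 deg C, 5% CO2; detection reagent 10 min RT; luminescence.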
ELG1 DNA repair – ELG1-dependent DNA repair inhibition. HEK293T ELG1-luciferase reporter, luminescence, 16 h; DNA damage induced by 5-fluorouridine. AID 504467. 2.3% of 330,000 active. Potency, µM (highest dose often 46.1 µM), for inactives: top-dose activity change, negative = inhibition, hits mostly inhibitors; note: potency is the fitted concentration of half-maximal effect; % is set by controls: 0 for no effect and ±100 for the full control effect; nearly all actives have a fitted effect of over 55% in size
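Luminescence from the luciferase reporter, measured 30 min after ONE-Glo reagent at room temperature, was the read-out. Beforehand, 2,000 cells per well were exposed for 16 hr at 37 °C to 5-fluorouridine together with compound or vehicle.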
TCR activator – T cell receptor activation; AID 504894; Potency, µM (series often up to 9.22 µM), for the others: at the top dose activation of IL-2 secretion, most hits filed as activators; primary human leukocytes, anti-CD3, IL-2 HTRF, 48 h; 330,000 tested, under 10 active; note: % of control where 0% means no effect
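Compounds are tested in HTS on primary human leukocytes co-incubated with a-CD3 beads for 48 hr. IL-2 output is measured by time-resolved FRET.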
BRCA1 expr up – increases BRCA1 expression; 1.1% of 380,000 active; Potency, µM (doses to about 46.1 µM), without a hit: at the top dose activation, actives largely listed as activators; MCF7-BRCA1-FFLuc reporter, luminescence, 48 h; response scale: scaled: vehicle 0%, 10 µM genistein 100%; AID 624202; note: potency is the fitted concentration of half-maximal effect; nearly all actives have a fitted effect of over 80% in size; some results filed as inactive show a strong effect at the top dose
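MCF7-BRCA1-FFLuc, 2000 cells/well; 2 h attach, 37 °C/5% CO2; compound 48 h; luciferase substrate 15 min; luminescence end-point. Norm. to genistein 10 microM max activation and DMSO; concentration-response curves fitted.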
Active calls of the source: *; ? = inconclusive; nt = not tested or not shown; [ ] = remark or other dose. Unless noted, calls come from the whole dose curve; as a rule, active = well fitted curve in the direction sought with a large enough effect; inconclusive = small, poorly fitted or top-dose-only effect, or another doubt; inactive = no such curve, though single readings can be large; an effect the other way counts as inactive or inconclusive.

Order of values: A-T KAP1 phos, a7 integrin act, TRPV1 ag, PTAP TSG101 blk, TCR activator, MLL CXXC-DNA inh, ELG1 DNA repair, B2AR arrestin, BRCA1 expr up, p53 reactivation
> NNC(=O)c1ccc(COc2ccc(Br)cc2)o1
  -14%, 14%, ?, -7%, 7%, -6%, -15%, -0.2%, 28%, 0%
> CC(C)c1nnc(NC(=O)C2CCCN2C(=O)Nc2ccccc2[N+](=O)[O-])s1 (stereo unspecified)
  -4%, 0%, 1, -8%, 1%, 10%, 8%, 0.2%, 1%, 0%
> CC1=C(C(=O)NCCc2ccc(C)cc2)C2(CCC(C)CC2)OC1=O (stereo unspecified)
  6%, -7%, 8, -7%, 6%, 7%, 13%, -0.7%, -4%, -4%
> CC1(C(=O)Nc2cccc(S(=O)(=O)N3CCOCC3)c2)Cc2ccccc2C(=O)O1 (stereo unspecified)
  -4%, 15%, 24, -3%, -6%, 5%, -5%, 0.1%, -29%, -1%
> Cc1c(C(=O)N(C)C(C)c2ccncn2)oc2c(F)cccc12 (stereo unspecified)
  -1%, 3%, 6, -4%, 5%, 5%, ?, -0.1%, 16%, 0%
> COc1cc(C)c(S(=O)(=O)NCc2cccnc2)cc1C
  -8%, -20%, 3, -3%, -2%, -1%, -3%, -0.1%, -13%, 11%
> COc1ccc(C(=O)NC(=S)NCc2cccnc2)cc1OC
  -2%, 5%, -2, 0%, -9%, -6%, 8%, -1.0%, -32%, -4%
> O=C(CSc1nnnn1C1CCCC1)c1ccc2c(c1)OCCO2
  -4%, -21%, 27, 0%, 0%, 20%, ?, -0.1%, 44%, -2%
> COc1cc(/C=N/NC(=O)C(=O)/C=C2\NC3(CCCC3)Cc3ccccc32)ccc1O
  -5%, -10%, 17, -1%, 3%[46.1 µM], 18%, 23µM*, -0.3%, -27%, -4%
> Cc1cc(C)n(CC(=O)N2CCCC(N3CCN(Cc4ccc5c(c4)OCO5)CC3)C2)n1 (stereo unspecified)
  2%, -5%, -2, -1%, -1%, 5%, ?, -0.7%, -11%, 13%
> O=C(COC(=O)C1CCC1)NCc1ccccc1
  1%, -13%, 3, -2%, 3%, nt, 1%, -0.1%, 12%, -2%
> O=C(c1nc2ccccc2s1)N1CCSCC1
  5%, 4%, 21, -1%, -3%, 2%, ?, -0.2%, ?, ?
> COC(=O)C1=CN(C(C)C)C=C(C(=O)OC)C1c1cccc(OC)c1
  24%, -2%, 12, 1%, -2%, 4%, 16%, -0.9%, -20%, -4%
> CCOC(=O)c1sc(NC(=O)CSc2nnc(Cc3ccccc3)o2)c(C#N)c1C
  -12%, -5%, -10, -2%, -7%, 1%, -5%, -0.4%, -2%, -1%
> COc1ccc(NC(=O)CCC(=O)N2CCOCC2)c([N+](=O)[O-])c1
  20%, ?, 0, -3%, -1%, -4%, 2%, -0.9%, 22%, 13%
> CC1/C(=N/O)CC(c2ccccc2)N(C)C1c1ccccc1 (stereo unspecified)
  -10%, 5%, 23, -4%, 10%[46.1 µM], 0%, -4%, -0.8%, 9%, 0%
> CCOc1cc(NC(=S)Nc2ccccc2)c(OCC)cc1NC(=O)c1ccc(OC)cc1
  -5%, -44%, nt, -4%, -3%, 9%, ?, -0.8%, -5%, 0%
> COc1nc(-c2ccccc2)ccc1-c1noc(COc2ccccc2)n1
  nt, 8%, ?, 2%, -117%, 6%, nt, nt, 0%, nt
> COc1cc(/C=N/NC(=O)c2cc(-c3ccc4c(c3)OCO4)n[nH]2)ccc1O
  -10%, 9%, 2, -1%, -2%[46.1 µM], 10%, ?, -0.4%, -60%, -3%
> COc1ccc(-c2csc(NC(=O)CCCc3nc4ccccc4c(=O)[nH]3)n2)cc1OC
  -5%, -29%, -2, 1%, -7%, nt, ?, 0.1%, -4%, -11%
> O=C(Nc1ccc(F)cc1)c1ccccc1Oc1ccc(C(F)(F)F)cc1[N+](=O)[O-]
  -2%, -7%, -2, -5%, 1%, 2%, 9%, -0.2%, -47%, 18%
> CC(NC(=O)COC(=O)CCc1nc(=O)c2ccccc2n1C)c1ccccc1 (stereo unspecified)
  0%, 12%, 0, -1%, nt, 4%, ?, -0.2%, 6%, 3%
> CCC(C(=O)O/N=C(\N)c1ccc(Cl)cc1)c1ccccc1 (stereo unspecified)
  nt, 17%, 5, -3%, 1%, -21%, -2%, -0.1%, 0%, 9%
> O=C1[C@H](Cc2ccccc2)NCCCC[C@H](c2ccc(Cl)cc2)N1Cc1ccccc1
  nt, -21%, nt, 0%, -2%, nt, nt, nt, -35%, nt
> CCn1c(=O)n(CC)c2cc(N3CCCC3)c(NC(=O)c3cc(Br)ccc3OC)cc21
  2%, 41%, ?, -4%, 4%, 14%, ?, -0.1%, -34%, -4%
> c1ccc(-c2cc(-c3nnc4n3N=C(c3ccc5ccccc5c3)CS4)[nH]n2)cc1
  -6%, -57%[inhibitor], -1, nt, nt, 57%[activator], ?, -1.0%, -77%[inhibitor], -23%
> CC(C)=CCN1CCN(Cc2ccc(C#CC(C)(C)O)s2)CC1CCO (stereo unspecified)
  0%, -23%, 1, -2%, -17%, 9%, 0%, 0.6%, 1%, 0%
> COc1ccc(-c2noc3c2-c2nc(C4CCCCC4)sc2CC3)cc1
  -8%, -2%, 11, -1%, 10%, -3%, 0%, 2.9%, -16%, 15%
> COc1cc(C2Nc3cccc4cccc(c34)N2)ccc1O
  -11%, -44%, 2, -1%, nt, -14%, -9%, -0.4%, -30%, -6%
> O=C(N[C@@H]1C/C=C\C[C@@H](CC(=O)N(CCO)Cc2ccccc2)C(=O)N[C@@H](c2ccccc2)COC1=O)OCC1c2ccccc2-c2ccccc21
  8%, -38%, nt, 1%, -3%, nt, -17%, 3.2%, -21%, 0%
> Cc1csc2c(=O)[nH]cnc12
  3%, 3%, -1, -4%, 5%, 14%, 1%, -0.1%, 0%, 1%
> CCOc1ccc2cc(C#N)c(SCC(=O)OC)nc2c1
  9%, 0%, 2, 2%, 2%, 7%, ?, 0.2%, ?, nt
> O=C(CC12CC3CC(CC(C3)C1)C2)N/N=C/c1ccncc1
  13%, -13%, ?, -2%, -7%[46.1 µM], 9%, -3%, 0.2%, -6%, -12%
> O=S(=O)(CCc1nnc(-c2ccccc2)o1)c1ccc2ccccc2c1
  5%, 13%, 2, -1%, 1%, 8%, -12%, -0.9%, -1%, -1%
> Cc1occc1C(=O)Nc1sccc1C(N)=O
  -5%, 28%, -7, -14%, 2%, 2%, ?, -0.5%, ?, 11%
> O=C(Nc1c2c(nn1-c1cccc(Cl)c1)CS(=O)(=O)C2)c1ccc2c(c1)OCO2
  -1%, -17%, -1, -7%, 0%, 9%, -29%, -0.6%, -8%, -12%
> COC(=O)c1ccc(-n2cncn2)c([N+](=O)[O-])c1
  -5%, -9%, 3, -3%, -8%, -4%, -2%, 0.0%, -4%, 4%
> CC(C)NS(=O)(=O)c1ccc(CCC(=O)NCc2ccccn2)cc1
  13%, -30%, 3, -7%, -1%, -2%, -1%, -0.5%, -3%, nt
> Cc1ccc2cc3cc(C(=O)N4CCCCC4C)oc3nc2c1 (stereo unspecified)
  2%, 3%, nt, -12%, 3%, -5%, ?, -0.3%, ?, 12%
> CC1(C)CC(n2c(NCCO)nc3c(c2=O)C2(CCCC2)Cc2ccccc2-3)CCO1 (stereo unspecified)
  -2%, 1%, 10, -10%, 1%, -8%, ?, -0.8%, -23%, 1%
> CCOc1cc2c(cc1OCC)C(c1ccccc1)N(c1ccccc1)C(=O)C2 (stereo unspecified)
  0%, -12%, 21, -6%, 2%[46.1 µM], 2%, -18%, -0.5%, -28%, -8%
> Cc1noc(C)c1CSc1nnc2sc3ccccc3n12
  9%, 1%, -4, -3%, -3%, -1%, 0%, -0.1%, -14%, -3%
> O=C(Nc1ccc(C(=O)N2CCCC2)cc1)C1CCCC1
  nt, 6%, nt, -1%, 9%, nt, nt, nt, 34%, nt
> Cc1cc(C)c2oc(C(=O)NCCc3ccc(S(N)(=O)=O)cc3)cc(=O)c2c1
  -8%, 7%, 2, -1%, -2%, 5%, 0%, -0.8%, -2%, -1%
> COc1ccc(N2CC(C(=O)Nc3cc(C(F)(F)F)ccc3N3CCCC3)CC2=O)c(OC)c1 (stereo unspecified)
  8%, -19%, 4, -2%, -8%, nt, -15%, 0.2%, -36%, -5%
> Cc1ccsc1C(=O)Nc1nc2ccccc2[nH]1
  0%, -4%, 4, 1%, -5%, -14%, ?, -0.1%, ?, 0%
> CC(=O)Nc1ccc(Nc2nc(C)nc3c2oc2ccccc23)cc1
  -9%, -14%, 2, -11%, nt, -2%, ?, -0.1%, -52%, -3%
> CCOP(=O)(OCC)C(Nc1ccc(C(=O)O)cc1)c1ccccc1 (stereo unspecified)
  7%, -52%[inhibitor], -2, -7%, 10%, 4%, 2%, 0.5%, -1%, -3%
> CC[C@]1(C(=O)OC)[C@H]2C(=O)N(Cc3ccccc3)C(=O)[C@H]2[C@H]2CN=C(SCc3ccc(Cl)cc3)N21
  7%, 3%, nt, -5%, 2%[46.1 µM], nt, ?, -0.4%, -36%, -3%
